PABP1 MLLE inh: blocks PAM2 peptide binding to the PABP1 MLLE domain; AID 588489; inhibition, % at 20 µM; P11940; GST-MLLE / FITC-PAM2 fluorescence polarization; 360,000 tested, 0.36% active; in the data active means inhibition above about 35%, passing the limit was not always enough;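 further: plate controls were DMSO wells with GST-MLLE for no effect and wells lacking GST-MLLE protein for full effect; some results filed as inactive read as strong as hits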
TbMetRS inhib: Trypanosoma brucei MetRS inhibition. purified T. brucei MetRS, ATP depletion, Kinase-Glo luminescence. inhibition, % at 11.9 µM. 360,000 tested, 0.4% active. AID 624268;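 active means inhibition above a per-plate cutoff of the control wells' mean inhibition plus 3 SD, cut at about 5.5% in these data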;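 further: 0% = DMSO wells median and 100% = median of wells with control inhibitor compound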
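System: purified T. brucei MetRS enzyme / Detection: Kinase-Glo luciferase luminescence reporting remaining unconsumed ATP / Medium: HEPES buffer with MgCl2, KCl, DTT, spermine, BSA, pyrophosphatase / Replication: singlicate, one well per compound / Evaluation: percent inhibition relative to median high and low control wells / Schedule: 2 h aminoacylation at 25 °C after 15 min preincubation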
MsrA inh: inhibitors of bovine MsrA; purified bovine MsrA, absorbance read-out; inhibition, % at 15.5 µM; 360,000 tested, 0.75% active; AID 651718; in the data active means inhibition above about 4.5%;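 further: 0% = vehicle wells with enzyme and 100% = reference inhibitor wells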
CendR NRP1 mod: alters CendR peptide binding to human NRP-1 | AID 602438 | inhibition, % at 25 µM | 360,000 tested, 0.85% active | O14786 | FAM-RPARPAR peptide binding to NRP-1, fluorescence polarization;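 active means inhibition or corrected inhibition above about 18%, plus a signal ratio from 0.5 to 1.5, limit read from the data, passing the limit was not always enough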; further: strong numbers were not always called active
FAS-TE inh: blocks the thioesterase domain of human fatty acid synthase; 360,000 tested, 0.67% active; recombinant FAS-TE, OMFH fluorogenic substrate, fluorescence endpoint; P49327; inhibition, % at 15 µM; AID 602261;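 active means compounds whose normalised, plate-corrected inhibition of enzyme fluorescence in the single-dose primary screen is 50% or more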;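 further: 0% = DMSO with enzyme and 100% = substrate without enzyme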
SKN-1 block: blocks SKN-1 activity in C. elegans; 360,000 tested, 0.49% active; C. elegans VP596 Pgst-4::GFP/RFP ratio, acrylamide-induced, 24 h; inhibition, % at 21.8 µM;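 active means interference check ratio from 0.5 to 1.5 plus GFP to RFP signal ratio inhibition reaching or exceeding a fixed threshold, cut at about 30% in these data, passing the limit was not always enough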; further: some compounds called inactive have numbers as strong as hits
MT1-MMP act inh: MT1-MMP (human) activation inhibition; P50281; HT1080 RFP-PRO-GFP cells, GFP/RFP ratio fluorescence, overnight; percent of plate control window, DMSO zero; GFP/RFP ratio change, % at 20 µM; 360,000 tested, 0.061% active; AID 651647;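 active means GFP/RFP ratio change of at least 30% with cell ATP level not reduced by more than half and red fluorescence within 50% of control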; further: strong numbers were not always called active
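Assay system: HT1080 cells carrying an RFP-PRO-GFP reporter | Dosing: Single dose of 20 µM compound, 1% DMSO final | Incubation: Cells overnight before dosing, compound overnight, 37 °C, 5% CO2 | Evaluation: GFP/RFP fluorescence ratio | Control set: DMSO and RFP-L50D-GFP cell wells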
E coli Lon inh: inhibits E. coli Lon protease; P0A9M0; purified E. coli Lon protease, fluorescence polarization; inhibition, % at 7.94 µM; 360,000 tested, 0.42% active; AID 602123; in the data active means inhibition above about 13%, passing the limit was not always enough;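 further: 0% = enzyme with probe and DMSO and 100% = no enzyme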
Target sequence (P0A9M0 whole entry, looked up): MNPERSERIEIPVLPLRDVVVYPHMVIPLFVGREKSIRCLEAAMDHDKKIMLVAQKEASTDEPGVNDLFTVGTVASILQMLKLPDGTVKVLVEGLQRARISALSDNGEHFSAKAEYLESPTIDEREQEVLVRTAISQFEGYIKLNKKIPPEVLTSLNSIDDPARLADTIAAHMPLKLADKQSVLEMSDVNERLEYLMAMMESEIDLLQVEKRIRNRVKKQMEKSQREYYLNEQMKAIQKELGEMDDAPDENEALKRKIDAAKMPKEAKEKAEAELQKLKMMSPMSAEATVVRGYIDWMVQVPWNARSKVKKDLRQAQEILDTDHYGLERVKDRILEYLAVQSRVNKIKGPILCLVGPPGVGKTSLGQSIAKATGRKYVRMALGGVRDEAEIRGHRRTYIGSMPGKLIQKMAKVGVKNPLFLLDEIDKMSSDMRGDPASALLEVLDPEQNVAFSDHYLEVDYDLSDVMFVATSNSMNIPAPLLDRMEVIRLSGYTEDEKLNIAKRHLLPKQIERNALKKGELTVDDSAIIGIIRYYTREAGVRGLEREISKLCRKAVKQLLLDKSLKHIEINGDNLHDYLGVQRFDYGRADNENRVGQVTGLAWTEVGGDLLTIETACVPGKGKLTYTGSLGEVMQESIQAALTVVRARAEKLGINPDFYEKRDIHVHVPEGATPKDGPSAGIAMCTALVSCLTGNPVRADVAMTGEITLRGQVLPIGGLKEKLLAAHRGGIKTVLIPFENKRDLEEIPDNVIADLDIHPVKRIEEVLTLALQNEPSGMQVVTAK
bovine MsrA act: activators of bovine methionine sulfoxide reductase A | activation, % at 10.6 µM | purified bovine MsrA, absorbance read-out | AID 602163 | 360,000 tested, 0.3% active; in the data active means activation above about 7.5%;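 further: 0% = vehicle and 100% = reference activator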
* hit, by the source's call.

SMILES | PABP1 MLLE inh | CendR NRP1 mod | SKN-1 block | FAS-TE inh | MT1-MMP act inh | bovine MsrA act | MsrA inh | E coli Lon inh | TbMetRS inhib
Cc1ccc(C(C(=O)NC2CCCCC2)N2CCC3(CC2)OCCO3)cc1 (stereo unspecified) | -4 | 6 | -7 | 1 | 2 | -1 | -0.3 | 3 | -1.2
O=C(CSc1n[nH]c(-c2cccnc2)n1)Nc1ccc(Br)cc1 | 0 | 15 | 10 | -20 | 2 | -3 | 0.9 | 10 | 2.4
Cc1cc(C)c(C#N)c(SCCN2CCCCC2)n1 | -4 | 6 | 23 | 0 | 3 | -3 | -0.6 | -5 | -0.4
O=C(CSc1nc2ccc(Cl)cc2[nH]1)NC1CCCC1 | -49 | 14 | 14 | -1 | -2 | -4 | -0.6 | -13 | 14*
O=C(COC(=O)c1ccc(S(=O)(=O)N2CCCC2)cc1)NCc1ccco1 | 0 | -4 | -6 | -2 | 7 | -2 | -1.0 | -2 | 0.4
Cc1ccc(NC(=O)COC(=O)c2cccnc2Cl)cc1S(=O)(=O)N1CCCCC1 | -3 | -7 | 9 | 11 | 3 | -2 | -0.3 | -4 | -0.5
CCCCn1c(N)c(N(CCOC)C(=O)CCCc2nc3ccccc3s2)c(=O)[nH]c1=O | -4 | 6 | 4 | -9 | -3 | -9 | 1.2 | -16 | -0.6
CC(=O)NC1C(Oc2ccc3c(C)cc(=O)oc3c2)OC(COC(C)=O)C(OC(C)=O)C1OC(C)=O (stereo unspecified) | -4 | -2 | 4 | -4 | 4 | -4 | 0.1 | 0 | 0.6
O=C(COc1ccc(Br)cc1Cl)N1CCN(c2ccccn2)CC1 | 4 | -6 | 6 | 21 | -4 | -5 | -0.5 | -3 | 0.0
O=C(NNC(=S)Nc1ccc(F)cc1)C1CC1c1ccc(Cl)cc1 (stereo unspecified) | 32 | -5 | -8 | -2 | 4 | -9 | -0.4 | 9 | 48*
COc1cccc(C2CC(c3ccc(Cl)cc3)Nc3nc(N)nn32)c1 (stereo unspecified) | -1 | 0 | 10 | -8 | 0 | -4 | -0.2 | -3 | 0.2
CC1(C)CC(=O)C=C(Nc2ccc(O)cc2)C1 | -7 | 4 | 16 | -6 | -3 | -7 | 1.6 | -3 | 0.3
COc1ccc(CNC(=O)COC(=O)c2cc3ccccc3cc2O)cc1OC | 4 | -4 | -16 | -1 | 4 | -1 | -0.8 | -1 | -0.2
CCN1C(=O)[C@H]2[C@@H](c3ccc(-c4cccc(Cl)c4)c(OC)c3)N[C@@](Cc3ccccc3)(C(=O)OC)[C@H]2C1=O | 10 | -13 | 0 | 47 | -4 | -1 | 0.9 | -15 | 0.3
O=C(NCC(=O)N(Cc1cccs1)C(C(=O)NC1CCCCC1)c1ccncc1)c1ccco1 (stereo unspecified) | 12 | -2 | 42* | 0 | -6 | -2 | -0.3 | 2 | -0.6
CNc1ncnc2c1ncn2[C@H]1CN(Cc2ccccc2)C[C@@H](CO)O1 | 6 | -5 | -4 | -5 | 3 | -4 | -0.8 | -6 | -1.0
CC(=NNc1ccc([N+](=O)[O-])cn1)c1ccc(N)cc1 | -3 | -2 | -1 | 6 | 1 | -4 | 2.1 | -12 | -0.4
CC(=O)N1c2ccc(S(=O)(=O)N3c4ccccc4CC3C)cc2CC1C (stereo unspecified) | 4 | -2 | -9 | 11 | 3 | -2 | -1.3 | -3 | -0.6
COc1ccc(NC(=O)CSc2ccc3c(c2)OCCO3)cc1S(N)(=O)=O | 4 | 7 | 2 | -2 | 4 | 0 | 0.1 | 7 | -0.3
N#C/C(=C\c1ccc(C(=O)O)cc1)S(=O)(=O)c1cc(Br)ccc1Br | 6 | -34 | 7 | -6 | 4 | -4 | -1.5 | -11 | -0.3
Cc1ccc(S(=O)(=O)N/N=C\c2ccc([N+](=O)[O-])o2)cc1 | 13 | -9 | 2 | -6 | 0 | -1 | 1.2 | -8 | -0.4
Fc1ccc(Cn2nnnc2C(c2cccs2)N2CCCCCC2)cc1 (stereo unspecified) | -7 | -5 | 1 | 28 | -14 | 1 | 0.8 | -6 | -0.8
CSc1ccccc1OCc1cc(C(=O)N(C)C2CCCc3ccccc32)no1 (stereo unspecified) | -15 | 14 | 25 | 23 | -6 | 0 | 3.1 | -10 | 0.5
N#C/C(=C\c1c(N2CCCCCC2)nc2ccccn2c1=O)C(=O)NCc1ccco1 | -67 | 1 | -12 | 14 | -2 | -3 | 1.5 | -13 | -0.5
Cc1cccc(CSCCNC(=O)CCSc2ccccc2)c1 | 16 | 4 | 18 | 23 | 3 | -11 | 0.7 | -5 | -1.1
Cc1ccccc1/C=N/Nc1nc2ccccc2c(=O)n1O | 27 | -7 | -3 | 4 | 2 | -4 | -0.9 | -5 | 0.7
O=C(N1CCN(Cc2ccc3c(c2)OCO3)CC1)C(Cl)(Cl)Cl | 8 | 2 | 12 | -4 | -4 | 0 | -0.8 | -7 | 0.1
C/C(=N\NC(=O)c1ccc([N+](=O)[O-])cc1)c1cc2ccccc2oc1=O | 15 | -5 | -3 | 2 | 2 | -4 | 0.6 | 5 | -0.3
CCOCc1nnc(NC(=O)COC)s1 | 22 | -14 | 3 | -12 | 6 | -3 | -0.2 | -3 | -0.6
CCC(=O)Nc1sc(C(=O)N2CCCCC2)c(C)c1C#N | -10 | -30 | 11 | -7 | -3 | -1 | -0.5 | -6 | -0.4
CCc1ccc2nc(SCC(=O)Nc3nnc(C)s3)c(C)cc2c1 | -11 | -4 | -11 | -5 | -7 | -14 | -0.1 | -9 | -1.5
COc1cc(S(=O)(=O)NCCN2CCOCC2)c(OC)cc1Cl | 4 | 14 | -5 | -5 | 1 | -3 | 0.1 | -8 | -0.1
CCCN(Cc1nnc(-c2cccs2)o1)C(=O)c1cccc(S(=O)(=O)N2CCOCC2)c1 | -16 | 10 | 2 | -3 | -3 | -2 | -1.1 | 14 | -0.2
COC(CNC(=O)C1CCN(S(=O)(=O)c2ccc3nc4c(c(C(=O)O)c3c2)CC(C)CC4)CC1)OC (stereo unspecified) | -1 | -24 | 15 | -3 | -4 | 0 | 0.3 | 8 | -0.1
CC(C)Cn1c(=S)[nH]c2cc(C(=O)O)ccc2c1=O | -9 | 2 | -3 | -2 | 1 | -4 | -0.2 | 1 | 0.1
O=C(Cc1ccc(F)cc1)NCC1CCCO1 (stereo unspecified) | 4 | 6 | 5 | -5 | -2 | -3 | -0.1 | 7 | -0.5
C=CCOc1nc2sc(C)c(C)c2c(=O)n1-c1ccccc1 | -2 | 10 | 4 | -3 | 6 | -1 | 1.1 | -2 | -0.8
CCS(=O)(=O)c1ccc(S(=O)(=O)CC)s1 | -18 | 3 | -2 | -8 | 4 | -1 | 0.1 | 14 | -0.5
Cc1ccc(S(=O)(=O)N(C)C)cc1NC(=O)COC(=O)c1cccs1 | -4 | -11 | 13 | -4 | 1 | -2 | -0.8 | -4 | -0.1
CCOC(=O)c1c(NC(=O)COC(=O)CCS(=O)(=O)c2ccc(C)cc2)sc(C)c1C | -7 | -7 | 0 | 21 | -4 | 5 | 2.3 | -4 | 0.1
CCc1ccc(-c2nc(SCC(=O)NC3CCCC3)n[nH]2)cc1 | -12 | -9 | 3 | -1 | -1 | -2 | 1.2 | -13 | -0.3
O=C(N/N=C\c1ccc(Cl)s1)c1cccs1 | 6 | 0 | 0 | -2 | -4 | -5 | 3.2 | 5 | 0.2
O=C(c1cccs1)N1C[C@H](O)[C@@H](n2cc(C3CC3)nn2)C[C@@H]1c1ccccc1 | 9 | 5 | 4 | -8 | 1 | -1 | 1.0 | -4 | -1.3
CCNC(=O)Cc1ccc(Br)cc1 | -4 | 9 | 34 | -1 | 3 | -3 | -1.1 | -13 | -1.0
Oc1ccc(Br)cc1/C=N/n1cnc2ccccc21 | 0 | -13 | 8 | 1 | 2 | -3 | -0.6 | -5 | -0.7
Nc1nc(Nc2ccc(Cl)cc2)n[nH]1 | 12 | 8 | 22 | -7 | 2 | -4 | -0.5 | -4 | 0.0
CN(CC(=O)Nc1cccc(F)c1)C(=O)c1ccc2c(c1)CC(c1ccccc1)OC2=O (stereo unspecified) | -6 | -4 | -10 | 6 | -5 | -5 | -0.5 | 2 | -0.5
O=C(Cn1cnc2c(nnn2Cc2ccc(Cl)cc2)c1=O)N1CCN(c2ccccc2)CC1 | -2 | -11 | 6 | 16 | 2 | 1 | -0.4 | -8 | 0.5
CN(C(=O)N1CCN(c2ccccn2)CC1)c1ccccc1 | -6 | -5 | -21 | -6 | -6 | -10 | 0.3 | 1 | -1.0
Cc1ccnc2nc(C(=O)OCC(=O)NCc3cccc(Cl)c3)nn12 | -2 | -18 | -9 | 1 | 3 | -4 | -0.8 | -4 | -0.1
CCCN1CCN(CCCNC(=O)C2CCCN(c3nc4ccc(OCC)cc4s3)C2)CC1 (stereo unspecified) | -7 | -15 | 3 | -4 | 1 | 1 | -0.3 | 8 | -0.6
COc1ccc(/C(O)=C/c2nc3ccccc3n(-c3ccccc3)c2=O)cc1 | -78 | -104 | -37 | -20 | -20 | 1 | 0.3 | -33 | -0.4
Cc1ccc(NC(=O)N2CCc3ccccc3C2)cc1C | 19 | 18 | -7 | 0 | -1 | -2 | -1.0 | 4 | -0.1
CCC(C)Sc1nnc(NC(=O)c2ccco2)s1 (stereo unspecified) | 15 | -4 | 8 | -3 | -3 | -5 | 0.9 | 2 | -0.5
NC(Cc1ccc(Cl)cc1)c1csc(Nc2cc(Oc3ccccc3)ncn2)n1 (stereo unspecified) | -11 | -9 | -5 | -16 | 1 | -3 | 0.1 | -6 | 0.0
O=C(CSc1nc2ncc(Cl)cc2[nH]1)N(Cc1ccccc1)C1CCS(=O)(=O)C1 (stereo unspecified) | -34 | 0 | 0 | 1 | -2 | -9 | 0.3 | -6 | 5.3

Next part:
SMILES | PABP1 MLLE inh | CendR NRP1 mod | SKN-1 block | FAS-TE inh | MT1-MMP act inh | bovine MsrA act | MsrA inh | E coli Lon inh | TbMetRS inhib
COc1ccccc1CNc1ccc(Br)cn1 | -17 | 7 | -1 | 7 | 3 | -13 | 0.4 | 2 | -2.0
CCOCCCNC(=O)c1cc(Cl)c(NC(=O)C2=C(C)OCCS2)cc1OC | 9 | 4 | 6 | -3 | 2 | 0 | 2.3 | -14 | -0.3
O=c1ccc2cc(S(=O)(=O)N3CCOCC3)ccc2o1 | 5 | -6 | 14 | -5 | -6 | -10 | 0.5 | -5 | -1.3
COC(=O)CC(CC(=O)OC)n1cccc1 | 8 | -21 | 2 | -5 | 2 | -3 | -0.7 | 7 | -0.4
Cc1ccccc1NS(=O)(=O)c1ccc(C(=O)NCC2CCCO2)cc1 (stereo unspecified) | 0 | 15 | -12 | -6 | 0 | -4 | 0.8 | -14 | 0.2
CCOc1ccc(-c2nnn(CC(=O)NCc3ccc(C)cc3)n2)cc1 | 4 | -10 | 1 | -5 | 7 | -6 | 0.2 | -9 | -0.3
